Bioassay records from PubChem BioAssay.
UbGFP stabilizer: inhibits proteasome, raising ubiquitin-GFP reporter fluorescence; 67,000 tested, under 10 active; Potency, µM (top dose mostly 45.9 µM), inactives show at the highest dose activation (GFP accumulation), actives largely listed as activators; Ubiquitin-GFP reporter cells, proteasome inhibition, GFP fluorescence; response scale: untreated = 0%, 10 µM MG-132 = 100%; active = well fitted activation curve with a large enough effect, not every such curve was filed as active; inconclusive = small, poorly fitted or top-dose-only effect, or another doubt; inactive = no such curve, though single readings can be large or run the other way; also: potency is read from the fitted curve at half-maximal effect
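GFP accumulation read-out: laser plate cytometry counting ubiquitin(G76V)-GFP-expressing U2OS cells after 4 hr compound exposure at 37 °C. Titrations spanned 46 uM to 2.9 nM; 0% = basal, 100% = 10 uM MG-132; concentration-response curves fitted.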
ERK AVP block: inhibitors of vasopressin-stimulated ERK signaling pathway | Potency, µM (doses to about 57.5 µM), without a hit: at the highest dose activity, negative = inhibition, hits mostly inhibitors | HEK293-V1b, vasopressin-stimulated pERK AlphaScreen | hit rate 0.99% among 72,000; also: potency is read from the fitted curve at half-maximal effect; % is scaled to controls: 0 for no effect and ±100 for the full control effect; nearly all actives have a fitted effect of over 55% in size
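Phosphorylated ERK1/2 detected via AlphaScreen bead proximity in lysates of V1b-expressing HEK293 cells given 25 nM vasopressin for 5 min after 30 min compound exposure (37 °C). AC50 from Hill equation; basal DMSO 0%, vasopressin 100%.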
Texas Red fluor: compounds fluorescent in Texas Red spectral region. Compound fluorescence, Texas Red channel, 547/618 nm; hits give high values. max dye-equivalent concentration, M. hit rate 0.06% among 59,000. AID 587; in the data active = max dye-equivalent concentration above about 10 nM; inconclusive = between about 1.1 nM and that limit
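Texas Red-region profiling: compounds in 100 mM Tris pH 8.0 were read at 547/618 nm after 15 min at room temperature. Intensities were normalized against a six-point Texas Red standard series to give dye-equivalent concentration.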
Epigenetic mod: epigenetic GFP locus derepression in mouse cells; mouse C127i GFP locus derepression, cytometry, 30 h; Potency, µM (highest dose often 46.1 µM), inactives show top-dose GFP derepression (activation); hit rate 0.09% among 68,000; also: % of control where 0% means no effect
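Read-out is the number of GFP-positive cells, scored as fluorescent objects 20 to 120 um wide, reflecting derepression of a silenced CMV-GFP reporter in murine C127i cells after 30 h compound exposure at 37 C.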
HBB splice mod: modulators of hemoglobin beta chain splicing | hit rate 0.06% among 65,000 | Potency, µM (top dose mostly 46.1 µM), for the others: at the highest dose activation, actives largely listed as activators | HBB splicing reporter cell assay, activation; EGFP reporter with mutant IVS2-654 intron; response scale: normalised to 500 nM splice-correcting PNA | AID 925; also: potency is read from the fitted curve at half-maximal effect; 0% is about no effect
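Compounds were applied for 2 days to HeLa EGFP-654 cells, 500/well in Optimem with 2% FCS. The reporter's EGFP is disrupted by mis-splicing of beta-globin intron IVS2-654. Readout: summed well GFP fluorescence from 488 nm laser scanning; reference was 500 nM antisense […] 654 PNA.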
4MU fluor: compound fluoresces in the 4-MU spectral region | compound autofluorescence, 340/450 nm, 4-MU equivalents; hits give high values | max dye-equivalent concentration, M | hit rate 11% among 59,000; in the data active = max dye-equivalent concentration above about 10 nM; inconclusive = mostly about 1.1 nM to 9.6 nM
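Compounds in 100 mM Tris, pH 8.0, incubated 15 min at room temperature, then fluorescence read at 340 nm excitation/450 nm emission. Signal converted to 4-MU dye-equivalent concentration using an on-plate six-point 4-MU standard curve.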
A350 fluor: A350 region autofluorescence; Compound autofluorescence, 340/450 nm, Alexa 350 dye-equivalents; hits give high values; max dye-equivalent concentration, M; hit rate 11% among 59,000; AID 590; in the data active = max dye-equivalent concentration above about 10 nM; inconclusive = mostly about 1.1 nM to 9.6 nM
CRE-bla Fsk: CRE-bla signaling modulation under forskolin stimulation. CHO CRE-bla reporter (cAMP response element driving beta-lactamase), forskolin EC10, beta-lactamase ratio. Potency, µM (doses to about 38.2 µM), without a hit: top-dose activity change, negative = inhibition, usual class: activators. hit rate 2.5% among 71,000; active = well fitted activation curve with a large enough effect in the signal ratio, with a control signal flat, not every such curve was filed as active; inconclusive = small, poorly fitted or top-dose-only effect, or effect the other way, or a change in a side signal; the % refers to the signal ratio; also: potency is read from the fitted curve at half-maximal effect; % of control where 0% means no effect
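Reporter-gene assay: CHO cells with beta-lactamase behind cAMP responsive elements, co-treated with compound and EC10 NKH 477 for 3 hours at 37 degrees Celsius. Activity came from the 460/530 nm CCF4 emission ratio.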
FLuc inh: inhibitors of firefly luciferase; Potency, µM (series often up to 57.1 µM), for inactives: at the highest dose activity change, negative = inhibition, most hits filed as inhibitors; hit rate 2.2% among 72,000; P08659; purified firefly luciferase, luminescence, 8 min; AID 411; also: potency is read from the fitted curve at half-maximal effect; % is scaled to controls: 0 for no effect and ±100 for the full control effect; nearly all actives have a fitted effect of over 40% in size
Target sequence (P08659 whole entry, looked up): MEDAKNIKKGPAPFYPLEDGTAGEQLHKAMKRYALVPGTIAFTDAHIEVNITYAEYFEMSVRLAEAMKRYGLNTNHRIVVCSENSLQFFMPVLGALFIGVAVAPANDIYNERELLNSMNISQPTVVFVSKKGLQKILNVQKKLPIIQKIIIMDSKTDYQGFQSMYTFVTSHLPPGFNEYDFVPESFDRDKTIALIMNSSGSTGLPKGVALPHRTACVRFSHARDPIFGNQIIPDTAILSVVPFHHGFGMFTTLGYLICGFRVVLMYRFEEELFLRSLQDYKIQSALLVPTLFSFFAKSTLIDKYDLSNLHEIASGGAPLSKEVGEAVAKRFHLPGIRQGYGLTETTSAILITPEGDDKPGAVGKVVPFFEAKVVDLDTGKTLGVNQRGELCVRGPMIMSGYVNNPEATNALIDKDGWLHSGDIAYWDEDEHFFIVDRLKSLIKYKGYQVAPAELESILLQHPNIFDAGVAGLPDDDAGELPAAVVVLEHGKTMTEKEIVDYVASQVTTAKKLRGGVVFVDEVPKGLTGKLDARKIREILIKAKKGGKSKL
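Luminescence read-out after 8 min at room temperature; enzyme reaction used luciferin plus 10 uM ATP (linear range) in imidazole buffer pH 7.2 with KCl, MgCl2, Tween 20 and BSA. Each sample was run as a titration.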
Fluorescein autfl: compound fluoresces in the fluorescein spectral region. Compound autofluorescence, 480/540 nm, fluorescein-equivalent; hits give high values. hit rate 0.91% among 59,000. max fluorescein-equivalent concentration, M. AID 593; in the data active = max fluorescein-equivalent concentration above about 10 nM; inconclusive = between about 1.1 nM and that limit
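First, buffer (100 mM Tris, pH 8.0) dispensed; second, compounds and fluorescein standards pinned in; third, 15 min room-temperature incubation; finally, imaging at ex 480 nm/em 540 nm. Fluorescence normalized against the six-point fluorescein curve.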
Hsp90 Hop PPI: changes Hsp90-Hop TPR2A binding signal, up or down; hit rate 0.44% among 71,000; AID 595; Potency, µM (highest dose often 57 µM), for the others: at the top dose activity change, negative = inhibition; AlphaScreen TPR2A-His6 binding biotin-Hsp90 C-terminal peptide; active = well fitted curve in either direction with a large enough effect; inconclusive = small, poorly fitted or top-dose-only effect, or another doubt; also: potency is read from the fitted curve at half-maximal effect; % is scaled to controls: 0 for no effect and ±100 for the full control effect; many of its hits are not listed in these tables
An asterisk follows results filed as active; i = inactive; ? = inconclusive; nt = not tested or not shown; & = joins results of further samples; [ ] = dose if it differs, or a comment. Unless noted, calls follow the shape of the dose curve; as a rule, active = well fitted curve in the direction sought with a large enough effect; inconclusive = small, poorly fitted or top-dose-only effect, or another doubt; inactive = no such curve, though single readings can be large; an effect the other way counts as inactive or inconclusive.

SMILES	UbGFP stabilizer	ERK AVP block	Texas Red fluor	Epigenetic mod	HBB splice mod	4MU fluor	A350 fluor	CRE-bla Fsk	FLuc inh	Fluorescein autfl	Hsp90 Hop PPI
CC1CCCCN1S(=O)(=O)c1ccc(C(=O)Nc2nnc(-c3cccs3)o2)cc1 (stereo unspecified)	5%	6%	?	-1%	0.5%	i	i	-16%	2%	i	-10%
CCOC(=O)c1sc(NC(=O)CSc2nnnn2-c2ccccc2)nc1C	-1%[9.17 µM]	?	nt	0%	-1.3%[0.0738 µM]	nt	nt	?	2%	nt	-8%[11 µM]
O=C(NCc1cccnc1)c1nnc(Cc2ccc(F)cc2)o1	-3%	-5%	nt	2%	-0.9%	nt	nt	1%	1%	nt	1%
O=C(CN1CCN(c2ccc(F)cc2)CC1)N1CCOCC1	11%	-2%	i	-3%	nt	i	i	1%	4%	i	-2%
CSc1ccc(Cl)c(C(=O)OCC(=O)NCc2ccco2)c1	-2%	-11%	i	-3%	0.3%[57.5 µM]	i	i	?	0%	?	-1%
Cc1ccc(Cl)c(Nc2ccccc2C(=O)O)c1Cl	-4%[20.5 µM]	-5%	?	-4%[20.6 µM]	1.2%[20.6 µM]	i	i	-2%[17.1 µM]	2%[25.5 µM]	?	2%[26 µM]
CCOCCCNC(=O)Cn1cc2c(n1)CCCC2	6%	-3%	nt	-3%	-1.0%	nt	nt	-4%	-1%	nt	-2%
CCN(CC)c1nc(N)nc(NS(=O)(=O)c2ccc(Cl)cc2)n1	5%[9.17 µM]	-10%	nt	2%	1.5%[0.0738 µM]	nt	nt	?	-1%	nt	-5%[11 µM]
Cc1ccc(OCCN2CCN(C(=O)CCC(=O)Nc3nnc(C(C)C)s3)CC2)cc1	-2%	1%	i	0%	-2.8%	i	i	-7%	-26%	?	-4%
CCN1C(=O)CSc2ccc(C(=O)NCc3ccco3)cc21	13%	-6%	i	-2%	-1.5%[1.84 µM]	i	i	18%	-2%	i	-2%

The closing two records of the section before are carried over, then new ones follow:
SMILES	UbGFP stabilizer	ERK AVP block	Texas Red fluor	Epigenetic mod	HBB splice mod	4MU fluor	A350 fluor	CRE-bla Fsk	FLuc inh	Fluorescein autfl	Hsp90 Hop PPI
Cc1ccc(OCCN2CCN(C(=O)CCC(=O)Nc3nnc(C(C)C)s3)CC2)cc1	-2%	1%	i	0%	-2.8%	i	i	-7%	-26%	?	-4%
CCN1C(=O)CSc2ccc(C(=O)NCc3ccco3)cc21	13%	-6%	i	-2%	-1.5%[1.84 µM]	i	i	18%	-2%	i	-2%
CC(C(=O)N1CCOCC1)N1C(=O)c2ccccc2C1=O (stereo unspecified)	nt	nt	i	-4%[20.6 µM]	nt	i	i	nt	1%[25.5 µM]	?	nt
O=C1CC(C(=O)Nc2nccs2)C(c2ccccc2)O1 (stereo unspecified)	-12%	-26%	nt	0%	-0.8%[9.22 µM]	nt	nt	-6%	1%	nt	1%
COCCN(C(C)=O)c1nnc(-c2ccccn2)s1	-2%	8%	i	0%	nt	i	i	10%	0%	?	-20%
S=C(NC1CCCCC1)N1CCC([C@H]2C=NC=N2)CC1	-6%[20.5 µM]	9%[25.7 µM]	i	2%[20.6 µM]	0.1%[20.6 µM]	i	i	-1%[17.1 µM]	5%[25.5 µM]	i	-3%[26 µM]
COc1ccc(Nc2nc(N)nc(CN3CCOCC3)n2)cc1	-2%	-5%	i	-1%	nt	i	i	3%	2%	i	?
Cc1cc(O)c(C(C)C)cc1NC(=O)Nc1cccc2ccccc12	5%[9.17 µM]	-10%[11.5 µM]	i	2%[9.22 µM]	-0.4%[9.22 µM]	i	i	5%[7.6 µM]	3%[11.4 µM]	i	3%[11 µM]
COc1ccc2c(c1)c(=O)oc1cc(OCC(=O)NC3CC3)ccc12	-6%	-16%	?	0%	-1.2%	1e-07M*	1.2e-07M*	4%	-3%	i	-2%
Cc1nnc(SCCC(=O)Nc2nc(-c3ccccc3)ns2)s1	1%	32µM*	i	-5%	-1.6%	i	i	-4%	-1%	?	3%
COc1ccccc1C1=NOC(Cn2c(=O)c3c(ncn3C)n(C)c2=O)C1 (stereo unspecified)	nt	-12%	i	-2%	0.8%[0.369 µM]	i	?	?	-2%	i	0%
NS(=O)(=O)c1ccc(NC(=O)CCc2ccccc2)cc1	5%	-1%	?	-3%	0.3%	i	i	?	0%	?	-5%
COc1ccc(C2CC(=O)N3CN(c4ccc(C)c(Cl)c4)CSC3=C2C#N)cc1 (stereo unspecified)	-9%	-2%	nt	nt	-0.1%	nt	nt	-3%	-27%	nt	-4%[2.3 µM]
CCCCNC(=O)C1CC(=O)N(CCC(C)C)C1 (stereo unspecified)	12%	3%	i	-3%	-0.8%	?	?	-6%	2%	i	-2%
CCOC(=O)C(C)n1cnc2c(cnn2-c2ccc(Cl)cc2)c1=O (stereo unspecified)	7%	-6%	i	0%	-0.2%	i	i	-5%	0%	i	-4%
CCCC(=O)N(c1ccc(OC)cc1)C1C=CS(=O)(=O)C1 (stereo unspecified)	0%	-9%	i	0%	-0.1%	i	i	-2%	1%	i	1%
Cn1c(C(=O)N2CCN(C(=O)c3ccco3)CC2)cc2c(=O)n3ccccc3nc21	-12%	2%	i	-3%	-1.8%	9.1e-06M*	8.7e-06M*	13µM*	2%	i	1%
Cc1nn(Cc2ccccc2)c(C)c1CCC(=O)O	-3%	-7%	?	3%	-1.6%	i	i	-4%	-1%	?	-2%
Cc1cc(C)nc(SCC(=O)NC2=NC(=O)C(C)S2)n1 (stereo unspecified)	-2%	-4%	i	2%	-1.4%	i	i	-1%	2%	?	-2%
O=C(O)c1ccc(CSc2nnnn2C2CCCCC2)cc1	-6%	-28%	i	-3%	-1.2%	i	i	5%	0%	i	0%
c1cncc(-c2nnc(SCCSc3nnc(-c4cccnc4)o3)o2)c1	1%	-11%	i	3%	nt	i	i	1%	-1%	i	-1%
CC(C(=O)N1CC2(C)CC1CC(C)(C)C2)N1C(=O)c2ccccc2C1=O (stereo unspecified)	4%	-19%	nt	0%	0.0%	nt	nt	4%	1%	nt	-1%
COc1cc(NC(=O)c2ccc(Br)o2)c(C(=O)O)cc1OC	-5%	2%	i	0%	-0.1%	i	i	?	-5%	i	0%
Cn1c(C2CCCN2C(=O)OC(C)(C)C)n[nH]c1=S (stereo unspecified)	5%	-14%	i	-1%	nt	i	i	1%	0%	i	0%
CCn1c(Cc2ccccc2)nnc1SCC(=O)NC(C)(C)C	-3%	-8%	i	-1%	1.6%	i	i	1%	2%	?	0%
CCOC(=O)C1CCN(c2cc(=O)n(-c3ccccc3Cl)c(=O)[nH]2)CC1	5%	4%	?	2%	-1.8%	i	i	-8%	2%	i	1%
Cc1cc(NC(=O)CSc2nc(-c3cccnc3)ccc2C#N)no1	nt	nt	i	-4%[20.6 µM]	nt	i	?	nt	0%[25.5 µM]	i	nt
COCCOC(=O)C1=C(C)NC(C)=C(C(=O)OC(C)C)[C@@H]1c1cccc([N+](=O)[O-])c1	-7%&0%	-15%	?	0%&-2%	-0.6%	i	i	?	0%&-8%	i	-13%&-10%
FC(F)(F)c1ccccc1-c1cncnc1-n1ccnc1	0%	5%	i	-3%[9.22 µM]	-0.9%	i	i	-8%	2%[2.29 µM]	?	-6%
CC(C)C(NC(=O)c1ccccc1)C(=O)NCc1ccccn1 (stereo unspecified)	6%	-8%	i	-5%	-0.3%	i	i	3%	0%	i	0%
COc1ccccc1CNC(=O)C1COc2ccccc2O1 (stereo unspecified)	13%	0%	nt	0%	-3.9%	nt	nt	-10%	-2%	nt	1%
COc1ccc(OC)c(NC(=O)CCN2CC(C)OC(C)C2)c1 (stereo unspecified)	-2%	-17%	nt	-2%	0.3%	nt	nt	3%	0%	nt	-5%
CC(=O)Nc1ccc(C(=O)CS(=O)(=O)c2ccc(C)cc2)cc1	6%	-3%	i	0%	0.6%	i	i	-11%	-4%	i	-3%
O=S(=O)(O)C1CCNCC1	0%	-28%	i	-1%	-0.1%	4.1e-08M*	4.6e-08M*	0%	2%	?	-7%
Cc1ccc2[nH]c3c(c2c1)CN(C(=O)CN1CCN(c2cccc(C)c2C)CC1)CC3	3%	2%	i	-2%	0.9%[1.84 µM]	i	i	?	2%	i	-17%
CCOC(=O)N1CCC(NC(=O)c2cnn3cccnc23)CC1	-1%	-10%	i	0%	0.9%	2.7e-08M*	3.1e-08M*	8%	-2%	?	-2%
O=c1[nH]c2cc3c(cc2cc1C(c1nnnn1Cc1ccccc1)N1CCCc2ccccc21)OCO3 (stereo unspecified)	1%	0%	i	-1%	nt	1.3e-08M*	1.3e-08M*	0%	-12%	i	-11%
COc1ccc(N(CC(=O)Nc2ccc3c(c2)OCO3)S(=O)(=O)c2c(C)nn(C)c2C)cc1	7%	-9%	nt	-3%	0.5%	nt	nt	-3%	-6%	nt	-4%

Only part of the results is shown. The share of hits here may be higher or lower than overall.
